Hsp70 displacement = small molecules displacing fluorescent ligand from Hsp70 – biochemical, fluorescence polarization, primary screen (AID 583); displacement, % at 20 µM, or IC50 in µM where a hit was titrated; actives 0.06% (n = 140,000); Hsp70 fluorescence polarization probe displacement, mP; higher % means a stronger effect; in the data active = displacement above about 50%;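 also: plate controls were vehicle for no effect and reference ligand for full effect; a part of the inactive calls stands beside numbers as strong as those of hits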
MKP-3 inhibition = MKP-3 phosphatase inhibitors, primary screen, biochemical, rat enzyme, in vitro (AID 425); recombinant MKP-3 phosphatase activity, fluorescence; higher % means a stronger effect; actives 0.17% (n = 110,000); inhibition, % at 20 µM, or IC50 in µM where a hit was titrated; in the data active = inhibition above about 50%;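 also: plate controls were vehicle for no effect and reference inhibitor for full effect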
The depositor's hits bear a star; nt = not tested or not shown. Some of the compounds tested (hit frequency here may not be typical).

MKP-3 inhibition	Hsp70 displacement	compound
0.7%	0.2%	O=C1C=C(NCc2ccc3c(c2)OCO3)CC(c2ccccc2)C1 (configuration not stated)
2.1%	-4.3%	Cc1cc(-c2ccccc2)nc(=S)[nH]1
2.9%	1.2%	CCOCCOC(=O)C1=C(C)NC2=C(C(=O)CCC2)C1c1ccc(OC)c(OCc2ccccc2)c1 (configuration not stated)
-9.9%	-10.1%	CCOc1ccccc1NC(=O)CSc1nnnn1-c1ccc(C(=O)OC)cc1
1.9%	-2.0%	O=C(Nc1ccc2oc(-c3ccncc3)nc2c1)c1cccnc1
-0.1%	-1.0%	Cc1cc2nc(-c3ccc(Cl)c(NC(=O)c4ccco4)c3)oc2cc1C
-0.9%	-0.7%	C=CC(=O)NC12CC3CC(CC(C3)C1)C2
nt	-4.5%	O=C1CCCCCN1Cc1ccccc1
nt	-1.9%	CCn1c(SCC(=O)Nc2ccc(OC)cc2)nnc1-c1ccco1
-10.4%	1.7%	CCCCCCNS(=O)(=O)c1nc2nc(C)cc(C)n2n1
nt	-0.3%	CC(C)(C)C(=O)C(Cc1ccccc1Cl)n1cncn1 (configuration not stated)
nt	3.8%	CC(C)C[C@H](NC(=O)OC(C)(C)C)C(=O)N1CCC(C(=O)O)CC1
-2.3%	4.4%	Cc1cc(C)nc(SCc2nnc(SCC(=O)NCc3ccco3)n2-c2ccccc2)n1
-4.0%	2.1%	Cc1nc(N2CCC(C)CC2)c2c(C)c(C(=O)O)sc2n1
-11.1%	0.9%	COc1cccc(NC(=O)Cc2c(O)c3ccccc3[nH]c2=O)c1
3.3%	3.0%	COc1cc(/C=C2\C(=O)NC(=O)N(c3ccc(Cl)cc3)C2=O)ccc1OCC(=O)O
-11.4%	-5.8%	Clc1ccccc1OCc1nc(-c2ccncc2)no1
-1.0%	2.0%	COc1cc(/C=C2/C(=O)NN(c3ccc(C)c(C)c3)C2=O)ccc1O
-2.8%	5.2%	COC(=O)c1ccccc1NC(=O)CN(c1cccc(C(F)(F)F)c1)S(C)(=O)=O
-2.0%	-1.1%	O=C(CNC(=O)c1ccco1)OCN1C(=O)c2ccccc2C1=O
-0.7%	0.2%	COC(=O)CNc1nc(C2CC2)nc2c1nnn2Cc1ccccc1Cl
0.8%	1.3%	CSc1ccccc1NC(=O)c1ccoc1C
-10.3%	3.1%	COc1ccc(-c2noc(CN(C(=O)c3c(-c4ccccc4Cl)noc3C)C(C)C)n2)cc1
1.1%	0.2%	COc1ccc(C2CC(=O)c3cnc(NC(=O)c4cc(OC)cc(OC)c4)nc3C2)cc1 (configuration not stated)
2.1%	3.9%	O=C(c1ccc([N+](=O)[O-])cc1)N1CCN(CC2CC=CCC2)CC1 (configuration not stated)
-3.6%	-11.1%	CC1CCN(C(=O)CCc2nc3cc(S(=O)(=O)N(C)C)ccc3n2C)CC1
-8.3%	0.4%	COCCNC(=O)CN(C)S(=O)(=O)c1ccc(Br)cc1
nt	-0.2%	Cc1c(NC(=O)CSc2ncn[nH]2)c(=O)n(-c2ccccc2)n1C
3.1%	-0.9%	O=C(NCc1ccncc1)C(=O)Nc1nc(C23CC4CC(CC(C4)C2)C3)cs1
-3.5%	-2.8%	CN1CCN(C(=O)c2cnn3c(C(F)(F)F)cc(-c4ccc5c(c4)OCO5)nc23)CC1
-8.6%	0.3%	O=C(Nc1ccccc1)Nc1nnc(Cc2ccc(F)cc2)s1
-2.1%	2.1%	O=C(CN1C(=O)COCC1=O)N1CCOCC1
4.0%	-2.9%	O=[N+]([O-])c1ccc(C[n+]2cc(-c3ccc(Cl)c(Cl)c3)n3c2CCC3)cc1
6.2%	6.0%	Cc1ccc(CCN2CC(C(=O)NCCCN3CCN(C)CC3)CC2=O)cc1 (configuration not stated)
3.9%	-2.5%	O=C(Nc1ccc(-c2nc3ccccc3o2)c(O)c1)c1ccc(-c2ccccc2)cc1
11.2%	3.6%	Cc1nc2nc(CSc3nc4ccccc4s3)cc(=O)n2[nH]1
3.0%	-0.6%	CC(=O)c1cccc(NC(=O)COc2nsnc2N2CCOCC2)c1
-5.5%	-1.5%	CCOC(=O)c1c(NC(=O)CN2CCOCC2)sc2c1CC(C)(C)OC2
3.6%	-1.2%	O=C1C(=Cc2ccc(OCc3ccc(F)cc3)c(Br)c2)C(=O)c2ccccc21
nt	-3.6%	O=C(NCCOC(=O)c1ccccc1C(=O)OCCNC(=O)c1cccnc1)c1cccnc1
nt	-2.8%	COc1cccc2cc(-c3nnc(SCC(=O)NCCc4ccccc4)n3C)oc12
nt	3.1%	COC(=O)C(Cc1c[nH]c2ccccc12)NC(=O)C(C)C (configuration not stated)
1.5%	0.9%	CCOC(=O)c1cccc(NC(=O)CCS(=O)(=O)c2cccs2)c1
nt	-0.2%	COCc1[nH][nH]c(=O)c1C=Nc1ccc(Oc2ccccc2)cc1
0.6%	-1.9%	CC1CCC(C(C)C)C(OC(=O)C[n+]2cccc(C(N)=O)c2)C1 (configuration not stated)
nt	0.3%	O=C(Nc1cccc(Cl)c1)N1CCN2C(=O)c3ccccc3C12c1ccccc1 (configuration not stated)
-8.1%	0.4%	Cc1nnc2sc(-c3ccccn3)nn12
nt	-8.2%	CC(C)(C)C1CCC(OCC(O)CN2CCN(c3ccccc3)CC2)CC1 (configuration not stated)
-0.2%	1.0%	O=C(/C=C/c1ccc(F)cc1)Nc1ccc(F)cc1
-1.2%	4.9%	O=C1C(=C(c2ccccc2)c2ccccc2)C(=O)c2ccccc21

Next part
MKP-3 inhibition	Hsp70 displacement	compound
2.2%	-4.6%	Cc1ccc(Cl)cc1NC(=O)C(C(C)C)N1C(=O)c2ccccc2C1=O (configuration not stated)
3.3%	-2.7%	O=C1c2ccccc2C(=O)N1CCc1nc2ccccc2c(=O)n1Cc1ccccc1
4.2%	-1.4%	CCOC(=O)CCNC(=O)/C=C/c1ccco1
-1.2%	2.7%	Cn1c(Cn2nnc3ccccc32)nnc1SCC(=O)N1c2ccccc2CCc2ccccc21
1.8%	2.6%	Cc1cccc(NC(=O)C2CCCN2S(=O)(=O)c2cccc3cccnc23)c1 (configuration not stated)
1.5%	0.0%	CC(C)(C)C(=O)CN1C2=NCCN2c2ccccc21
3.3%	7.2%	O=C1C(C=NCCCn2ccnc2)=C(O)c2ccccc21
2.9%	7.3%	Cc1ccc(Cl)cc1NC(=O)CSc1nnnn1-c1ccccc1
-0.2%	4.2%	O=C(CCCn1c(=O)c2ccccc2n(CC(=O)NCc2ccco2)c1=O)NCc1ccco1
2.3%	7.1%	Cc1nc2ccccc2n1CCC(C)C
9.7%	0.4%	Cc1ccccc1CS(=O)(=O)CCC(=O)NCCCN1CCN(c2ccccc2F)CC1
-1.4%	1.1%	O=C(O)C1CC(=O)n2c(nc3ccccc32)S1 (configuration not stated)
1.8%	-4.8%	O=C(/C=C/c1ccccc1[N+](=O)[O-])c1ccc(F)cc1
-7.5%	16.1%	O=C(NCC1CCCO1)C(C(=O)c1ccccc1)n1cc(Cl)ccc1=O (configuration not stated)
-11.7%	-3.2%	COc1ccccc1NC(=O)N(Cc1ccc2c(c1)OCO2)Cc1nc2ccccc2c(=O)[nH]1
6.2%	0.5%	CCCCOc1ccc(C(=O)O/N=C2/C(=O)N(C)c3ccccc32)cc1
2.7%	-1.8%	Fc1ccc(NC(=S)N2CCN(c3cccc(C(F)(F)F)c3)CC2)cc1
0.1%	1.8%	CCn1c(SCC(=O)Nc2ccc(C(=O)OC)cc2)nnc1-c1cccs1
-9.7%	2.1%	CCOC(=O)Nc1ccc(OC)cc1S(=O)(=O)N1CCCCC1
5.4%	-1.4%	CC1(C)Cc2c(sc(/N=C/N3CCCCCC3)c2C#N)C(C)(C)N1
0.2%	3.5%	CCOC(=O)C(NS(=O)(=O)c1ccc2c(c1)Cc1ccccc1-2)C(O)c1ccccc1 (configuration not stated)
1.9%	2.0%	COc1ccc(C(=O)Nc2ccc3c(c2)Cc2ccccc2-3)cc1Br
-12.7%	3.4%	Cc1cccc(NC(=O)/C(=C/c2ccc(C)o2)NC(=O)c2ccccc2)c1
0.1%	1.2%	O=S(=O)(/N=C(/Nc1cccc(O)c1)c1ccccc1)c1ccccc1
-3.1%	1.4%	O=C(CN1CCCCCC1)Nc1ccc(F)c(F)c1F
-4.4%	-2.6%	CCSc1nc(-c2cccs2)nc2c1c(=O)n(C)c(=O)n2C
1.6%	6.8%	CCOc1ccccc1NC(=O)c1c(NC(=O)c2cccc(F)c2)sc2c1CCCCC2
0.4%	2.8%	Cc1cccc(C(=O)NCCc2nc3ccccc3[nH]2)c1
nt	1.5%	COc1ccc(C(=O)Nc2sc3c(c2C(=O)NCc2ccco2)CCCC3)cc1OC
0.7%	-1.4%	FC(F)(F)c1cccc(CN2CCCCCC2)c1
4.2%	4.0%	Cc1ccnc(SCC(=O)N2CCC(C(N)=O)CC2)n1
-5.1%	4.3%	Fc1ccccc1N1CCN(C(c2ccncc2)c2nnnn2C2CCCC2)CC1 (configuration not stated)
1.8%	-2.7%	Cc1ccccc1C(=O)N=Nc1c(O)n(CN(C)C)c2ccccc12
2.6%	-4.4%	COc1ccccc1NC(=O)C1=C(C)NC(=S)NC1c1ccccc1Cl (configuration not stated)
nt	-1.3%	O=C(NC1CC2CCCC(C1)N2S(=O)(=O)c1ccccc1)C1CCCCC1 (configuration not stated)
-13.6%	4.6%	O=C(c1ccco1)c1cn(CC(=O)N2CCCc3ccccc32)c2ccccc12
-2.9%	0.3%	CCCCOc1ccc(NC(=O)CCSc2nccn2C)cc1
1.2%	-0.5%	Cc1ccc(/C(O)=C2/C(=O)C(=O)N(CCCn3ccnc3)C2c2ccc([N+](=O)[O-])cc2)cc1 (configuration not stated)
-7.9%	-1.2%	CCN(CC)C(=O)CSc1nnc(-c2cccs2)n1Cc1ccco1
-1.9%	2.1%	Cc1ccc2[nH]c(=O)c(C(c3nnnn3CCc3ccccc3)N3CCOCC3)cc2c1 (configuration not stated)
-10.2%	nt	O=S(=O)(Cc1ccccc1)N1CCc2ccccc2C1
-1.1%	-1.1%	COC(=O)CC(=O)CSc1nc2c(cc1C#N)CCCCC2
1.7%	-0.1%	O=C(COc1ccccc1)N1CCN(C(=O)c2ccccc2F)CC1
8.9%	nt	O=C(CSc1nnc(CNC(=O)c2ccco2)o1)NC1CCCC1
2.8%	-5.4%	COc1ccc(CCNS(=O)(=O)c2ccc(Cl)cc2)cc1OC
1.1%	-0.2%	Cc1cc(C)nc(NS(=O)(=O)c2ccc(NC(=O)CSc3ncn[nH]3)cc2)n1
-0.8%	-3.4%	COc1ccc2nc(C)cc(Nc3ccc(N4CCOCC4)cc3)c2c1
2.4%	3.3%	O=C(c1ccc2c(c1)OCO2)N1CCN(c2ccc(F)cc2)CC1
-1.9%	3.1%	O=C(Nc1ccccc1C(=O)N1CCN(Cc2ccccc2)CC1)c1ccc([N+](=O)[O-])cc1
nt	1.4%	Cc1ccc2c(c1)C=CC(C)N2C(=O)c1ccccc1 (configuration not stated)

Structures listed so far with bromine (3):
MKP-3 inhibition	Hsp70 displacement	compound
-8.3%	0.4%	COCCNC(=O)CN(C)S(=O)(=O)c1ccc(Br)cc1
3.6%	-1.2%	O=C1C(=Cc2ccc(OCc3ccc(F)cc3)c(Br)c2)C(=O)c2ccccc21
1.9%	2.0%	COc1ccc(C(=O)Nc2ccc3c(c2)Cc2ccccc2-3)cc1Br

Part of the list above in another layout:
structure	MKP-3 inhibition	Hsp70 displacement
O=C(CSc1nnc(CNC(=O)c2ccco2)o1)NC1CCCC1	8.9%	nt
COc1ccc(CCNS(=O)(=O)c2ccc(Cl)cc2)cc1OC	2.8%	-5.4%
Cc1cc(C)nc(NS(=O)(=O)c2ccc(NC(=O)CSc3ncn[nH]3)cc2)n1	1.1%	-0.2%
COc1ccc2nc(C)cc(Nc3ccc(N4CCOCC4)cc3)c2c1	-0.8%	-3.4%
O=C(c1ccc2c(c1)OCO2)N1CCN(c2ccc(F)cc2)CC1	2.4%	3.3%
O=C(Nc1ccccc1C(=O)N1CCN(Cc2ccccc2)CC1)c1ccc([N+](=O)[O-])cc1	-1.9%	3.1%

Additional compounds:
MKP-3 inhibition	Hsp70 displacement	compound
-1.9%	1.4%	Cc1cc(=O)[nH]c(SCCOc2cccc(C(F)(F)F)c2)n1
5.4%	-1.0%	COc1cccc(NC(=O)c2cc([N+](=O)[O-])ccc2Br)c1
nt	-0.6%	CCN(CC)CCCn1c(=S)[nH]c2ncccc2c1=O
nt	2.1%	CCOC(=O)C1CCCN(CCC(=O)Nc2ccc(C)cc2)C1 (configuration not stated)
1.6%	-3.7%	Cc1cc(Cl)ccc1OCC(=O)NNC(=O)c1cc(Cl)ccc1O
-11.9%	-2.3%	CCOc1ccc2cc(S(=O)(=O)N3CCC(C)CC3)ccc2c1
-3.5%	5.9%	O=C(Cc1ccc(Cl)cc1)Nc1ccc(-c2nnc(-c3ccco3)o2)cc1
5.0%	-1.0%	COc1ccc(C(=O)N2CCN(S(C)(=O)=O)CC2)cc1
-5.3%	0.3%	N#Cc1cc(C(=O)c2cc(Cl)ccc2O)cn(CC2CCCO2)c1=O (configuration not stated)
3.7%	5.8%	COC(=O)C1=C(C)NC(C)=C(C(=O)OC)C1c1ccc(OCC(N)=O)cc1
-0.3%	2.1%	COC(=O)c1ccc(C(=O)Nc2cc(Cl)ccc2Cl)cc1NC(=O)c1ccccc1C
-7.7%	-20.3%	CC1(C)CC(=O)C(C2(O)C(=O)N(Cc3ccccc3)c3ccccc32)CO1 (configuration not stated)
0.2%	-1.0%	Cc1cc(C)n(/N=C/c2ccccc2)c(=O)c1C#N
4.3%	-4.7%	Cc1ccc2nc(NC(=O)CCNS(=O)(=O)c3ccc(Br)s3)sc2c1
5.8%	0.9%	CCOC(=O)c1c(N)sc(C(=O)Nc2cccc(OC)c2)c1C

Assay outcomes deposited in PubChem by Sanford-Burnham Center for Chemical Genomics.
